High-throughput results deposited in PubChem BioAssay by several laboratories.
Rpn11 block – blocks the human proteasome subunit Rpn11 | O00487 | human 26S proteasome, Ub4-pepOG fluorescence polarization; 20S core pre-blocked with epoxomicin | calls only at 20 µM | 360,000 tested, 0.59% active;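 active = inhibition at 20 µM, scaled to each plate's controls, above about 33%, limit read from the data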
SUMO1 PPI mod – SUMO1-SIM interaction modulation | inhibition, % at 20 µM | AID 602429 | P63165 | 360,000 tested, 0.33% active | SUMO1 binding to a labelled peptide, TR-FRET, 1 h; in the data active = inhibition above about 37%
Target sequence (P63165 whole entry, looked up): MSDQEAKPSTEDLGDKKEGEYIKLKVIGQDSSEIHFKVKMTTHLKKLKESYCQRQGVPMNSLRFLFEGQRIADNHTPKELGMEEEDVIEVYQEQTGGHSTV
CSN deneddyl inh – CSN deneddylation inhibition; Q92905; inhibition, % at 12.5 µM; 360,000 tested, 0.38% active; Purified CSN, SCF-Nedd8-OG deneddylation, fluorescence polarization;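 active = pattern-corrected inhibition above about 35%, with an unprinted fluorescence ratio check between 0.5 and 1.5, limit read from the data, passing the limit was not always enough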;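 note: 0% = enzyme with substrate and 100% = substrate without enzyme; some results filed as inactive read as strong as hits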
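test system = HEK293T-derived human Csn5 enzyme | amount = 0.24 nM Csn5 enzyme, final concentration | medium = Tris/NaCl/DTT buffer, pH 7.5 | schedule = 90 min reaction at room temperature | signal = FP | evaluation = inhibition of Csn5 cleavage, % | compound dosing = single dose of 12.5 µM compound with 0.25% DMSO | probe or stimulus = 10 nM SCFSkp2-Nedd8OG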
Rin1 Abl inh – human Rin1-Abl interaction inhibition | P00519+Q13671 | 360,000 tested, 0.4% active | inhibition, % at 7.35 µM | AID 588664 | TR-FRET Rin1/Abl binding, biochemical; in the data active = inhibition above about 5%, passing the limit was not always enough
DNMT1 block – inhibitors of human DNMT1; DNMT1 molecular beacon, Hinp1I cleavage, fluorescence; inhibition (reported as % activation of signal), % at 10 µM; 360,000 tested, 0.83% active; in the data active = inhibition above about 50%
Scp-1 inhibitor – blocks human Scp-1 phosphatase activity | Q9GZU7 | Recombinant Scp1, phosphopeptide, malachite green phosphate absorbance | inhibition, % at 20 µM | 340,000 tested, 0.88% active | AID 493091;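 active = inhibition above about 50% at 20 µM, limit read from the data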;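 note: plate controls were DMSO wells with enzyme for no effect and wells lacking enzyme for full effect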
Target sequence (Q9GZU7 76-261 limits assumed): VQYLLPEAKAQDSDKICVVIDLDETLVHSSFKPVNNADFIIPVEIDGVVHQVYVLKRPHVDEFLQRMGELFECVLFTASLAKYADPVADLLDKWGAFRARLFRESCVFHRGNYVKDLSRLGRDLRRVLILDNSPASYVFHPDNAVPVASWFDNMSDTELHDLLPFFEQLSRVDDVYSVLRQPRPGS
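Test system: SCP-1 catalytic domain; Buffer or medium: Acidic Tris acetate buffer with magnesium and detergent; Also added: Phosphorylated 17-residue peptide substrate; Compound: single 20 µM dose, 1% DMSO; Schedule: enzyme reaction 45 min at room temperature, colour 5 min, stabilisation 30 min; Signal: Phosphate-binding colour reagent, absorbance read at 630 nm.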
LMPTP inh – LMPTP (human) inhibition | P24666 | recombinant LMPTP-A, OMFP fluorogenic substrate, fluorescence intensity | inhibition, % at 20 µM | 360,000 tested, 0.22% active | AID 651560;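 active = compounds that cut the enzyme signal by at least half of the control window in the single-dose screen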;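 note: plate controls were DMSO wells with enzyme plus substrate for no effect and substrate without enzyme for full effect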
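Assay system: LMPTP-A, protein tyrosine phosphatase of low molecular weight / Medium: pH 6.0 Bis-Tris buffer with DTT and Triton X-100 / Schedule: 50 min enzyme reaction at room temperature, protected from light / Measured by: endpoint fluorescence intensity from OMFP dephosphorylation / Read-out basis: % inhibition relative to no-enzyme and uninhibited control wells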
Neddyl block – blocks human cullin neddylation | TR-FRET cullin neddylation, biochemical | calls only at 25 µM | 360,000 tested, 0.58% active | AID 651699; in the data active = inhibition above about 36%
Target sequence (P61081 whole entry, looked up): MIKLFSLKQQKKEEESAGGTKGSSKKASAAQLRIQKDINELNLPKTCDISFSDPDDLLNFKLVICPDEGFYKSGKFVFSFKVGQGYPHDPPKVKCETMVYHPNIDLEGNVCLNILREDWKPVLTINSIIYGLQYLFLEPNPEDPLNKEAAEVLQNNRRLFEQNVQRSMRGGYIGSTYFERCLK
Target sequence (Q13564 whole entry, looked up): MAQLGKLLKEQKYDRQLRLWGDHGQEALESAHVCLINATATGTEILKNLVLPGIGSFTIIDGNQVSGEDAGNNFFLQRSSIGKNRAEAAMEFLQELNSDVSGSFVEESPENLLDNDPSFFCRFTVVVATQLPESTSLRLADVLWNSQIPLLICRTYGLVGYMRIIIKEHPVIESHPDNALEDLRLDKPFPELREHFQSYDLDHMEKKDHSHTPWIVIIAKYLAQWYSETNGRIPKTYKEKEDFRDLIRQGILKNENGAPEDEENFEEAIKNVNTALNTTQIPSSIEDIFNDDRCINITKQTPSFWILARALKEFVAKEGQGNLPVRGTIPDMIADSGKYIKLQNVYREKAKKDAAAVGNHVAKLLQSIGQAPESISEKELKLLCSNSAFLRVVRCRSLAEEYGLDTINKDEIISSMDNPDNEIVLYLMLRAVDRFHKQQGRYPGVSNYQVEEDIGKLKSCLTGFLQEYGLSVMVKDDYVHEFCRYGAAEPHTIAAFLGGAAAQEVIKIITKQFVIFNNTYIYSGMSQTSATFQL
STEP inh – STEP (human) phosphatase inhibition. P54829. recombinant STEP, OMFP fluorogenic substrate, fluorescence. inhibition, % at 20 µM. 360,000 tested, 0.25% active. AID 588621;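 active = inhibition at 20 µM, scaled per plate between control wells, above about 37%, limit read from the data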;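 note: 0% = DMSO with enzyme and substrate and 100% = substrate only without enzyme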
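Measure: Control-normalized % inhibition with plate pattern correction | Test system: STEP phosphatase, cell-free reaction | Medium: pH 6.0 Bis-Tris with DTT and Tween 20 | Technique: Fluorescence, 480/540 nm | Times: Reaction 20 min, ambient temperature | Doses: Single compound dose of 20 µM, 1% DMSO final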
NadD inh – inhibitors of Staphylococcus aureus NadD | 360,000 tested, 0.78% active | inhibition, % at 20 µM | purified NadD enzyme, colorimetric absorbance read-out | AID 602399; in the data active = inhibition above about 26%; note: some compounds past the cut are filed as inactive
Active calls of the source: *; i = inactive; . = not tested or not shown; + = active, no number. Rows are unselected; any-hit rate near 3.8%.

SMILES | Rpn11 block | SUMO1 PPI mod | CSN deneddyl inh | Rin1 Abl inh | DNMT1 block | Scp-1 inhibitor | LMPTP inh | Neddyl block | STEP inh | NadD inh
O=C1C=C(N2CCCCCC2)C2(CCCCC2)O1 | i | 0 | -5 | -1 | 3 | -5 | 0.0 | i | 1 | 1
Cc1ccc(S(=O)(=O)NCC2CCC(C(=O)N3CCN(C)CC3)CC2)cc1 (configuration not stated) | i | -1 | -2 | 1 | 1 | -5 | 0.9 | i | 0 | -1
CS(=O)(=O)N(CC(=O)Nc1ccc(F)cc1F)c1cccc([N+](=O)[O-])c1 | i | -15 | 2 | 2 | 3 | 0 | 0.5 | i | 0 | 2
CC(C)N(Cc1nc(-c2ccccc2)no1)C(=O)c1ccc2c(c1)OCO2 | i | -3 | 2 | -1 | -2 | -6 | -0.4 | i | -3 | 2
O=c1[nH]cnc2c1ncn2-c1ccc(Cl)cc1 | i | -1 | -3 | 0 | -1 | 0 | 0.4 | i | -3 | -6
Cc1cnc(C(=O)N(CCCn2ccnc2)C2C(=O)Nc3ccccc3N=C2c2ccccc2)cn1 (configuration not stated) | i | 4 | 0 | 0 | -7 | . | -5.0 | i | -3 | -5
CC(=O)Nc1cccc2cc(O)ccc12 | i | 5 | 8 | -1 | 2 | 27 | 2.3 | i | 0 | 5
Cc1ccc(S(=O)(=O)N2CCN(CC(=O)N3CCCC3)CC2)c(C)c1 | i | 2 | 1 | 6 | 6 | -5 | -0.8 | i | -4 | -2
Cc1ccc2cc(COC(=O)c3ccncc3)c(=O)[nH]c2c1 | i | 4 | 3 | 1 | -2 | 22 | 0.3 | i | -1 | 5
Cc1nc(SCC(=O)Nc2nc3ccccc3s2)c(C#N)c(C)c1C | i | 1 | 2 | -2 | 0 | -6 | -0.4 | i | 1 | 6
Cc1ccc(NC(=O)CCc2c(C)nn(-c3ccc(N4CCCCC4)nn3)c2C)cc1F | i | -6 | -5 | 4 | 5 | 1 | -0.8 | i | -3 | 5
COc1ccc(C(=O)/C=C\N2CCOCC2)cc1 | i | -2 | 2 | 1 | -1 | -8 | -0.9 | i | -15 | -4
COC(=O)C1=C(C)N(Cc2cccnc2)C(=O)/C1=C\c1sccc1C | i | -12 | 7 | -4 | -7 | 8 | 2.5 | i | 2 | -1
C=CC[C@@H](CC(=O)NCCO)C(=O)N[C@H](C)COC(=O)[C@@H](CC=C)Cc1ccc(F)cc1 | i | -6 | -1 | -1 | 0 | 1 | 0.6 | i | -1 | -5
CC(=O)N1CCc2cc(S(=O)(=O)C(C)CC(=O)NCc3ccco3)ccc21 (configuration not stated) | i | -1 | -3 | 1 | -3 | . | -0.9 | i | -2 | -3
O=C(Nc1ccc(-c2ccccc2)cc1)c1ccco1 | i | 1 | -1 | 3 | 7 | 59* | 0.2 | i | 1 | 6
COC(=O)CCC(=O)Nc1nnc(C(F)(F)F)s1 | i | 1 | 1 | 0 | -4 | -6 | 1.3 | i | 0 | -7
O=C(CSc1nnc(-c2ccco2)o1)c1ccccc1 | i | 1 | 9 | 3 | 1 | -2 | 1.2 | i | 5 | 0
COc1ccccc1CNC(=O)COC(=O)c1ccc(C)c(S(=O)(=O)N2CCCCC2)c1 | i | 2 | 0 | -2 | 0 | -12 | 2.7 | i | 1 | -5
COc1cccc(/C=N/c2sc(Cc3ccccc3)c(C)c2C(N)=O)c1O | i | 4 | 2 | 2 | -2 | -2 | -1.1 | . | 1 | 5
O=C(NCc1ccccc1Cl)[C@@H]1CCCN1S(=O)(=O)c1ccc(Cl)cc1 | i | 5 | 2 | 1 | 4 | 47 | 0.5 | i | -1 | 0
Cc1cc(C)nc(NS(=O)(=O)c2ccc(NC(=O)c3ccc(S(=O)(=O)N4CCOCC4)cc3)cc2)n1 | i | 3 | -2 | 1 | 1 | 0 | -0.5 | i | 0 | 6
CSc1nnc(C)c(=O)n1COC(=O)c1ccc(S(=O)(=O)N(C)C)cc1 | i | 0 | -3 | -1 | 2 | -3 | -2.4 | i | -2 | 2
C=CCn1c(C)cc(C(=O)COC(=O)c2ccc3c(c2)NC(=O)CS3)c1C | i | 1 | 0 | -5 | -5 | -15 | 4.4 | i | 0 | 16
O=[N+]([O-])c1cc(Cl)c(O)c2ncccc12 | i | -25 | -14 | 1 | -13 | -9 | 25 | i | 6 | 12

A section taken from the entries so far, as a working copy:
SMILES | Rpn11 block | SUMO1 PPI mod | CSN deneddyl inh | Rin1 Abl inh | DNMT1 block | Scp-1 inhibitor | LMPTP inh | Neddyl block | STEP inh | NadD inh
O=C(Nc1ccc(-c2ccccc2)cc1)c1ccco1 | i | 1 | -1 | 3 | 7 | 59* | 0.2 | i | 1 | 6
COC(=O)CCC(=O)Nc1nnc(C(F)(F)F)s1 | i | 1 | 1 | 0 | -4 | -6 | 1.3 | i | 0 | -7
O=C(CSc1nnc(-c2ccco2)o1)c1ccccc1 | i | 1 | 9 | 3 | 1 | -2 | 1.2 | i | 5 | 0
COc1ccccc1CNC(=O)COC(=O)c1ccc(C)c(S(=O)(=O)N2CCCCC2)c1 | i | 2 | 0 | -2 | 0 | -12 | 2.7 | i | 1 | -5
COc1cccc(/C=N/c2sc(Cc3ccccc3)c(C)c2C(N)=O)c1O | i | 4 | 2 | 2 | -2 | -2 | -1.1 | . | 1 | 5
O=C(NCc1ccccc1Cl)[C@@H]1CCCN1S(=O)(=O)c1ccc(Cl)cc1 | i | 5 | 2 | 1 | 4 | 47 | 0.5 | i | -1 | 0
Cc1cc(C)nc(NS(=O)(=O)c2ccc(NC(=O)c3ccc(S(=O)(=O)N4CCOCC4)cc3)cc2)n1 | i | 3 | -2 | 1 | 1 | 0 | -0.5 | i | 0 | 6
CSc1nnc(C)c(=O)n1COC(=O)c1ccc(S(=O)(=O)N(C)C)cc1 | i | 0 | -3 | -1 | 2 | -3 | -2.4 | i | -2 | 2
C=CCn1c(C)cc(C(=O)COC(=O)c2ccc3c(c2)NC(=O)CS3)c1C | i | 1 | 0 | -5 | -5 | -15 | 4.4 | i | 0 | 16
O=[N+]([O-])c1cc(Cl)c(O)c2ncccc12 | i | -25 | -14 | 1 | -13 | -9 | 25 | i | 6 | 12

Remaining list, next part.
SMILES | Rpn11 block | SUMO1 PPI mod | CSN deneddyl inh | Rin1 Abl inh | DNMT1 block | Scp-1 inhibitor | LMPTP inh | Neddyl block | STEP inh | NadD inh
COc1ccc(C2NC3=C(CCC3)C3(C#N)C(OC)(OC)N=C(N)C23C#N)cc1 (configuration not stated) | i | 16 | 3 | 1 | -8 | -2 | 0.8 | + | 1 | -2
COC(=O)c1cnc2c(c(C)nn2C)c1OC | i | -8 | 4 | 1 | 5 | -7 | 0.3 | i | 0 | -3
O=C(CCCN1C(=O)c2cccc3cccc(c23)C1=O)NCc1ccco1 | i | -16 | -7 | -6 | 1 | -1 | 1.4 | i | 2 | 3
Cc1ccc(C(O)CN2C3=NCCCN3c3ccccc32)cc1 (configuration not stated) | i | 1 | -2 | 5 | 0 | -1 | -0.3 | i | -2 | 6
COCCOC(=O)c1c(C)n(C)c2ccc(OC(=O)N3CCOCC3)cc12 | i | 7 | 4 | 1 | -2 | 1 | 0.4 | i | -2 | 1
Cn1cccc1/C=N/NC(=O)c1sc2ccccc2c1Cl | i | -15 | 5 | -1 | -1 | 9 | -1.2 | i | 3 | 4
CC(=O)Nc1cc2c(cc1NC(=O)c1cnccn1)OCCO2 | i | -5 | -4 | -1 | 1 | -6 | -1.6 | i | -6 | 1
COc1ccc(C(=O)NCC(C)(C)N2CCOCC2)cc1S(=O)(=O)NCc1ccc(Cl)cc1 | i | 2 | -2 | -2 | 1 | -2 | -0.1 | i | -2 | -2
COc1ccc(NS(=O)(=O)c2ccc(S(=O)(=O)N3CCCC3)cc2)cc1 | i | -4 | 2 | 1 | -1 | 0 | -1.6 | i | 2 | -7
CCc1ccccc1S(=O)(=O)Cc1ccc(C(=O)NCC2CCCO2)o1 (configuration not stated) | i | 6 | 1 | -1 | 9 | -7 | 0.1 | i | 2 | 3
COc1cc(C(C)=O)ccc1OCC(=O)N1CCc2ccccc2C1 | i | 5 | 92* | -1 | -3 | 3 | -0.4 | i | -1 | 0
CCNC(=O)CSC1=N/C(=C\c2ccc(O)c(OCC)c2)C(=O)N1c1ccc(OC(F)F)cc1 | . | -7 | 47* | -2 | 14 | 0 | 2.2 | i | 2 | -3
O=C1C2CCCCN2C(=O)N1CCCN1CCN(c2ccc(F)cc2)CC1 (configuration not stated) | i | 6 | 1 | -2 | -1 | 3 | -1.3 | i | -3 | 4
Cc1ccc(/C=C(\NC(=O)c2ccccc2)C(=O)N2CCCC2C(=O)O)cc1 (configuration not stated) | i | -1 | -3 | 2 | 0 | 1 | -0.4 | i | 0 | 4
CC(C)NC(=O)N(C)C[C@H]1Oc2c(NC(=O)Cc3ccccc3)cccc2C(=O)N([C@H](C)CO)C[C@@H]1C | i | 3 | -1 | 2 | 6 | 2 | 0.5 | i | -1 | -2
O=C(NCC1CCCO1)c1cccnc1Nc1ccccc1F (configuration not stated) | i | 4 | -1 | 0 | 15 | -4 | -0.1 | i | 2 | 1
CCC(=O)NCCc1nc2cc(NC(=O)c3cccc([N+](=O)[O-])c3)ccc2n1C | i | -25 | 6 | 3 | 0 | -9 | -1.5 | i | -2 | -7
CC(C)NC(=O)NC(=O)COC(=O)c1ccc(F)cc1F | i | 2 | -1 | 1 | 10 | -4 | -1.8 | i | -5 | 3
CCN(CC)S(=O)(=O)c1cccc(-c2n[nH]c(=S)n2/N=C/c2ccc(OC)cc2)c1 | i | 5 | -9 | -8 | -1 | -10 | 1.1 | i | 0 | 0
Cn1c(=O)c2c(O)c([N+](=O)[O-])c(=O)n(C)c2n(C)c1=O | i | 6 | 5 | 0 | 2 | -7 | 1.2 | i | -1 | -1
CCn1c(SCC(=O)N2CCCCC2)nc2c([nH]c3ccccc32)c1=O | i | -2 | -3 | -3 | 5 | . | 0.4 | i | -3 | 0
Cc1cccc(NC(=O)CCn2c(=O)oc3ccccc32)c1 | i | 0 | 0 | -1 | 0 | -3 | -0.3 | i | -4 | 1
CN1CCN(c2ccccc2NC(=O)c2ccc(-c3cccc([N+](=O)[O-])c3)o2)CC1 | i | -11 | 4 | -6 | -7 | 4 | 3.6 | i | 4 | 5
CCN(CC)S(=O)(=O)c1ccc(/C=C/C(=O)OCC(=O)N(C(C)C)C(C)C)cc1 | i | -7 | 2 | 1 | -5 | -11 | -1.1 | i | -6 | -2
O=C(CN1CCN(C2CCCCC2)CC1)c1ccc2cc[nH]c2c1 | i | 0 | 1 | 3 | -9 | -1 | 35 | . | -1 | 3
